NCOA2 inhibitor – human SRC2 (NCOA2) inhibition | HEK293 GAL4-SRC2 luciferase reporter, luminescence | Q15596 | inhibition, % at 9 µM | 0.17% of 370,000 active;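 active = inhibition above the mean inhibition of all tested compounds plus 3 SD, set per campaign, cut at about 52% in these data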;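 note: 0% = DMSO treated cells and 100% = cells given Gossypol at 36 µM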
SRC1 inh – inhibits human SRC1 coactivator; Q15788; HEK293 GAL4-SRC1 luciferase reporter, luminescence; inhibition, % at 3.6 µM; 0.12% of 360,000 active; AID 588354;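 active = inhibition above the campaign mean plus 3 SD, with each screening campaign given its own cutoff, cut at about 60% in these data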;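 note: 0% = DMSO treated cells and 100% = gossypol at 36 µM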
SRC3 inh – inhibitors of human steroid receptor coactivator 3 (SRC3); Q9Y6Q9; HEK293 GAL4-SRC3 luciferase reporter, luminescence; inhibition, % at 3.6 µM; 0.17% of 360,000 active; AID 588352;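 active = inhibition above a per-campaign cutoff, the mean of all compounds plus 3 SD, cut at about 60% in these data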;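 note: 0% = DMSO-treated cells and 100% = gossypol-treated cells at 36 µM; higher means less SRC3-driven luciferase light from the GAL4 reporter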
TRAIL sens C8 – sensitizes caspase-8 expressing cells to TRAIL; NB7+C8 cells + TRAIL, ATPlite viability luminescence; inhibition (viability loss, TRAIL sensitization), % at 10 µM; 1% of 360,000 active;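 active = compounds causing at least 50% loss of cell viability in the single-dose screen, relative to plate controls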
TROY signal inh – blocks TROY-dependent signaling in reporter cells. Q293 LMP1-TROYcd NF-kB luciferase reporter, 4 h. inhibition, % at 10 µM. 0.98% of 360,000 active;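 active = compounds whose plate-normalised and pattern-corrected inhibition of the luciferase reporter signal at the single screening dose is 50% or more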
LRH-1 inv ag – inverse agonists of human LRH-1 (NR5A2) | O00482 | HEK293T StAR-luciferase reporter, LRH-1 transfected, 24 h | inhibition, % at 3.6 µM | 0.13% of 360,000 active;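 active = inhibition above the mean inhibition of all tested compounds plus 3 SD, cut at about 73% in these data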;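 note: 0% = DMSO wells and 100% = reporter-only cells lacking LRH-1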
TWEAK Fn14 block – inhibitors of TWEAK-Fn14 interaction signaling; TWEAK-stimulated Fn14 reporter cells, luciferase luminescence, 8 h; AID 1159606; 2% of 360,000 active; inhibition, % at 10 µM; in the data active = inhibition above about 50%
KKLEB cytotox – counter-screen for CF NF-kB inhibitors: cytotoxicity; KKLEB CF airway cells viability, ATPlite luminescence, overnight; hits give low values; cells stimulated with P. aeruginosa culture filtrate; activity change (cytotoxicity), % at 5 µM; 0.36% of 360,000 active;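 active = corrected activity change at or below -50% at 5 µM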
LMP1 NFkB inh – reduces LMP1-driven NF-kappaB luciferase signal; inhibition, % at 12.5 µM; LMP1-induced NF-kappaB luciferase reporter cells, luminescence; AID 504558; 0.69% of 350,000 active; in the data active = inhibition above about 41%;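 note: 0% = neutral control wells and 100% = reference inhibitor control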
CF NFkB inh – cystic fibrosis NF-kB activation inhibition; KKLEB NF-kB-GFP reporter, PAF-induced, GFP fluorescence overnight; inhibition, % at 5 µM; 0.86% of 360,000 active; AID 588850;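 active = at least 50% inhibition at 5 µM, scaled per plate between neutral and stimulator controls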;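 note: PAF is a Pseudomonas aeruginosa culture filtrate used as stimulus; plate controls were PAF-stimulated DMSO wells for no effect and unstimulated DMSO wells for full effect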
COUP-TFII inh – inhibitors of human COUP-TFII (NR2F2); P24468; HEK293T NGFI-A luciferase reporter, luminescence; inhibition, % at 8.6 µM; 0.7% of 370,000 active; AID 686940;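 active = inhibition above a per-plate cutoff, mean inhibition of test wells between control levels plus 3 SD, cut at about 38% in these data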;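 note: cells cotransfected with COUP-TFII expression vector driving the NGFI-A reporter; 0% = median of COUP-TF2 test wells and 100% = reporter-only cells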
Starred values were filed as active, the others as inactive; nt = no result given.

SMILES	NCOA2 inhibitor	SRC1 inh	SRC3 inh	TRAIL sens C8	TROY signal inh	LRH-1 inv ag	TWEAK Fn14 block	KKLEB cytotox	LMP1 NFkB inh	CF NFkB inh	COUP-TFII inh
Cc1ccc2nc(-c3ccccc3)c(CC(=O)O)c(C(=O)O)c2c1	-2.4	3.8	6.9	0.8	11.8	-4.3	-3.3	-18.1	-5.7	-6.9	8.3
O=c1[nH]c(SCCOc2ccccc2)nc2ccccc12	-5.9	-5.4	-3.9	0.9	-32.9	-20.1	1.3	5.2	4.6	-13.1	2.8
Cc1cccc(NC(=O)COC(=O)c2cc(C)oc2C)c1	-7.4	-18.1	15.9	2.8	-19.4	-15.1	-10.7	10.3	-3.5	-3.2	-6.9
Fc1ccc(CSc2ccc(-c3ccc4c(c3)OCO4)nn2)cc1	-48.0	-22.4	-6.1	17.7	-20.1	-17.0	-30.5	3.7	-27.4	-13.0	-5.3
Cc1cccc(N2CCN(C(=O)CSc3ccc4c(c3)OCCO4)CC2)c1C	15.6	13.4	7.4	-3.3	0.9	6.4	-29.8	3.0	8.2	7.2	10.4
CCOC(=O)C1=C(c2ccccc2)NC(=O)N(C(C)=O)C1c1cccc([N+](=O)[O-])c1 (centres undefined)	5.2	8.7	-8.2	-5.5	25.2	9.2	11.6	2.7	1.3	11.4	4.5
O=C(O)CN1CCN(Cc2ccc(F)cc2Cl)C1=O	-16.4	3.5	10.4	-10.0	5.2	32.4	-7.5	-3.4	-4.0	7.9	-0.4
CCn1cnc2cc(NC(=O)COc3ccc(C)cc3)ccc21	-19.9	-4.5	7.8	11.5	7.4	15.5	8.5	-4.6	3.9	2.3	-6.0
CCOC(=O)C(=O)N(C)c1c(CC)nc2c(OCc3ccccc3)cccn12	-10.1	-9.7	-22.2	5.4	1.6	6.7	5.5	-21.4	nt	-13.2	1.8
CC(=O)Nc1c(NC(C)(C)C)c2ccccc2oc1=O	-37.6	-11.9	3.1	-0.8	4.5	12.2	-1.4	7.2	-3.9	8.3	-5.8
COc1ccc(Cc2nc3ccc(C(=O)N4CCC[C@H]4CO)cc3o2)cc1	8.9	-5.2	25.6	-12.5	-8.4	4.6	3.1	12.3	1.6	-11.5	10.2
CC1CCC(C(C)C)C(=O)/C1=C/c1ccc(N)cc1 (centres undefined)	-80.0	-93.3	-66.8	9.3	-73.3	-36.0	-14.5	1.1	-41.3	-15.3	-37.9
O=C(Cn1cnc2ccccc21)Nc1ccc(F)c(F)c1	-12.7	15.3	21.6	-0.8	1.0	3.9	-7.3	5.5	2.7	26.9	18.1
Cc1cccc(N/C(N)=N/c2nc(C)cc(=O)[nH]2)c1	8.5	-1.7	3.5	-4.4	5.8	-18.5	-6.2	4.9	-1.6	-0.4	-13.2
CC(=C/c1ccccc1)/C=N/NC(=O)c1ccccn1	-26.1	-98.1	-63.2	85.5*	-11.9	-141.8	43.9	-31.5	31.7	0.8	-48.1
CCOC(=O)C(=O)Nc1cc(Cl)ccc1C	-3.0	-6.2	6.3	-6.7	0.8	-25.3	-3.9	8.0	-3.7	7.5	-19.9
CC1Cc2ccccc2N1C(=O)Cn1cc(C(F)(F)F)ccc1=O (centres undefined)	0.8	3.9	3.3	-14.4	15.0	-4.5	-6.1	8.7	3.4	-9.3	9.8
CC(C)CNC(=O)CC(=O)NN=C1CCCC1	13.2	9.2	20.3	-11.3	4.7	6.2	-1.8	7.8	6.7	5.2	-11.7
COc1ccc(S(=O)(=O)N(CCCN2CCCC2=O)Cc2cc3c(C)ccc(C)c3[nH]c2=O)cc1	16.4	-16.2	11.8	1.3	15.7	10.5	2.8	-7.5	13.5	1.0	18.5
CCOC(=O)C1(CCOC)CCN(Cc2ccccc2-c2ccco2)CC1	-13.9	-13.6	-10.8	-3.4	9.9	3.1	-4.2	10.4	-15.3	-8.8	19.4
Cc1ccc(C(=O)ONC(=O)c2ccc(Cl)cc2)cc1[N+](=O)[O-]	6.3	-12.8	-5.0	15.7	-18.1	-51.6	-11.8	11.5	-5.6	-11.7	-14.9
Cc1ccc(OCC(=O)N2CCCC(CCC(=O)N(C)CCc3ccccn3)C2)cc1 (centres undefined)	0.7	8.2	1.9	-5.7	-1.3	4.0	22.9	-4.4	0.2	-6.0	-2.4
Cc1ccc(S(=O)(=O)NCCCC(=O)O)cc1	15.5	16.8	3.8	-8.2	-10.5	0.6	-3.4	-3.7	-5.4	-3.4	8.2
COC(=O)C1(CCSC)NC(c2ccco2)C2C(=O)N(C)C(=O)C21 (centres undefined)	-11.5	-4.8	9.0	-20.5	12.1	3.5	16.6	0.8	0.8	1.9	21.1
COc1ccccc1NS(=O)(=O)c1cc(NC(=O)c2ccc(Cl)nc2)ccc1Cl	17.9	23.0	39.6	34.5	71.5*	38.2	101.9*	14.6	32.7	-14.1	68.0*

Part of the list above in another layout.
molecule,NCOA2 inhibitor,SRC1 inh,SRC3 inh,TRAIL sens C8,TROY signal inh,LRH-1 inv ag,TWEAK Fn14 block,KKLEB cytotox,LMP1 NFkB inh,CF NFkB inh,COUP-TFII inh
CCOC(=O)C(=O)Nc1cc(Cl)ccc1C,-3.0,-6.2,6.3,-6.7,0.8,-25.3,-3.9,8.0,-3.7,7.5,-19.9
CC1Cc2ccccc2N1C(=O)Cn1cc(C(F)(F)F)ccc1=O (centres undefined),0.8,3.9,3.3,-14.4,15.0,-4.5,-6.1,8.7,3.4,-9.3,9.8
CC(C)CNC(=O)CC(=O)NN=C1CCCC1,13.2,9.2,20.3,-11.3,4.7,6.2,-1.8,7.8,6.7,5.2,-11.7

New compounds follow
SMILES	NCOA2 inhibitor	SRC1 inh	SRC3 inh	TRAIL sens C8	TROY signal inh	LRH-1 inv ag	TWEAK Fn14 block	KKLEB cytotox	LMP1 NFkB inh	CF NFkB inh	COUP-TFII inh
Cc1cc(C)n(CCC(=O)N/N=C/c2ccc(Cl)c([N+](=O)[O-])c2)n1	10.9	16.9	19.4	6.7	10.6	2.4	-1.6	-9.9	14.3	10.0	-7.3
C=CCNC(=O)c1c(Cl)cccc1Cl	8.7	3.4	0.8	-9.8	19.4	-0.2	11.3	-8.1	-3.1	-2.6	5.0
Cc1ccc(C)c(NS(=O)(=O)c2ccc(-c3ccc(=O)[nH]n3)o2)c1	5.0	14.8	-11.9	14.9	11.0	-13.7	7.5	-0.7	-0.1	-3.5	15.8
O=C(CCC(=O)c1ccc(Cl)cc1)OCn1nnc2ccccc2c1=O	9.5	-6.5	8.4	-11.6	9.0	4.3	1.3	-11.8	-0.5	16.7	10.8
CCN(CC)c1ccc(C(=O)OCC(=O)N2CCN(c3ccccc3)CC2)cc1	16.2	-8.9	9.9	12.8	-8.8	-16.5	-0.3	-0.9	-2.7	-4.6	9.7
COc1cc(S(=O)(=O)N2CCN(C)CC2)c(OC)cc1Cl	-1.2	-19.7	5.6	3.2	-46.8	15.4	-11.4	-9.1	-6.2	13.3	-6.7
O=C(OCC(=O)N(Cc1ccccc1)Cc1ccccc1)c1ccccc1NCCO	-35.5	-3.8	-0.9	16.1	16.1	14.8	47.3	14.0	-4.5	-45.0	16.8
O=c1[nH]c(CSc2nc(-c3ccccc3)cs2)nc2ccccc12	6.9	9.8	17.9	-0.3	-0.7	3.4	26.6	-3.6	1.7	-9.8	-8.3
CCOc1ccc(OCc2ccc(C(=O)N3CCCC(C)C3)cc2)cc1 (centres undefined)	-19.1	-56.8	-52.5	-0.6	-19.4	-61.4	-13.4	-0.5	-12.6	-15.7	3.3
Cc1ccccc1-n1cnnc1SCC(=O)N1CCN(c2ccccc2)CC1	2.8	1.0	-1.6	9.4	-3.9	-2.1	-10.6	-1.8	1.0	20.1	-9.0
C/C(=N\NC(=O)COc1ccc(C#N)cc1)c1ccccc1OC(F)F	15.6	-6.9	2.3	-4.1	2.6	3.1	5.9	14.8	-3.2	-11.1	-4.5
CNC(=O)[C@@H]1CCC(=O)N1	-8.8	-11.8	6.8	-8.4	-20.1	9.2	8.4	-0.9	2.7	-1.1	-17.4
CNC(=O)CSc1nnc(-c2ccc(S(=O)(=O)N3CCCC3)cc2)n1-c1cccc(C)c1C	-1.3	-19.1	-20.1	11.5	-15.8	34.5	45.0	6.8	-9.4	-22.9	-10.6
NC(=O)COc1ccccc1C1=NO[C@@](CC(=O)O)(C(=O)Nc2ccc3c(c2)OCCO3)C1	-11.8	-8.8	7.3	-10.2	7.3	14.4	-0.6	-3.1	nt	-5.7	2.0
CCN(CC)S(=O)(=O)c1ccc(C(=O)NCCCN=C2NS(=O)(=O)c3ccccc32)cc1	-3.9	7.9	31.6	10.1	-12.2	8.8	-9.2	2.2	3.0	8.2	12.8
COc1ccc(CNC(=O)CSc2nc(-c3ccccc3)cc(-c3cccs3)c2C#N)cc1	-9.1	3.4	-19.0	25.6	-23.1	-35.0	-53.0	-12.6	-19.3	-1.7	5.0
CCN(CC)CCCNC(=O)CSc1nc2c(c(C(F)(F)F)n1)CCc1ccccc1-2	-6.0	-6.6	-3.0	1.8	8.6	-3.1	-6.3	-10.5	-6.4	9.4	14.1
CCCCn1nnnc1C(c1cc2ccccc2o1)N(Cc1ccccc1)Cc1ccccc1 (centres undefined)	-11.1	nt	nt	2.1	-11.1	26.2	-3.2	nt	nt	nt	2.0
CSc1ccc(Cl)c(C(=O)N2CCN(c3ncccn3)CC2)c1	-2.2	-7.1	-1.2	-8.6	5.6	5.2	3.2	8.3	-8.5	-14.7	-0.6
COCCSc1ccccc1C(=O)Nc1nncs1	-6.5	-1.3	5.7	-14.5	7.5	-14.7	4.2	-10.4	2.0	7.3	-19.4
CC(=O)Nc1cncc(-c2cccc(S(C)(=O)=O)c2)n1	6.6	7.4	-21.7	-2.4	2.9	22.4	13.1	-6.5	nt	8.3	-14.9
O=C(O)CC1S/C(=N\N=C/c2ccccc2O)N(c2ccc(O)cc2)C1=O (centres undefined)	1.5	-15.2	7.7	0.1	8.6	13.6	-1.6	0.4	-7.8	-2.4	8.2
Cc1cc(C)cc(OC(=O)CCN2C(=O)c3ccccc3C2=O)c1	16.0	-6.8	11.7	-13.7	-12.3	11.9	-12.8	1.9	-27.7	11.4	-8.6
CCOc1ccccc1NC(=S)N1CCCc2ccccc21	6.6	3.5	10.6	9.8	53.6*	-3.2	52.6*	-6.0	3.5	-8.6	-2.9
Cc1ccc(/C=N/n2c(C)cc(C)c(C#N)c2=O)cc1	1.0	-7.4	11.3	-12.0	1.3	-0.5	9.5	7.4	0.6	2.5	-0.7
CCCOc1ccc(CSc2ncn[nH]2)cc1	3.0	-21.3	-20.6	4.9	-31.3	-37.7	-32.9	8.2	-9.5	10.9	-26.5
CCOC(=O)c1[nH]c2ccccc2c1N=CN(C)C	-10.2	-18.9	4.5	-17.9	9.5	-1.9	3.9	-4.5	-0.8	-4.0	-14.8
COCC(=O)N(C)C[C@H]1Oc2cc(Br)ccc2S(=O)(=O)N([C@H](C)CO)C[C@H]1C	-0.8	9.0	4.6	-9.9	4.1	9.7	-7.6	11.3	0.4	4.4	-16.5
Cc1ccc(S(=O)(=O)NCC(=O)OCC(=O)Nc2cccc(S(=O)(=O)N3CCOCC3)c2)cc1	-18.3	0.5	-11.8	-8.2	6.8	-2.2	-10.4	-5.9	-1.0	16.1	3.5
CC1(C(=O)O)CCCN(C(=O)c2ccc3c(c2)C(C)(C)CCC3(C)C)C1 (centres undefined)	-14.3	11.7	8.7	4.0	-8.8	5.3	20.3	-18.5	nt	8.5	0.6
